# Compound activity from PubChem BioAssay.
# IDE exosite FP: insulin-degrading enzyme (human) exo-site inhibition; P14735; purified IDE, FL-6b probe fluorescence polarization; active compounds read low; z-score at 20 µM; 17,000 tested, 6.3% active; AID 1259349;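 active = z-score of -3 or lower, meaning strong loss of probe binding signal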;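 also: His-tagged human IDE residues 42-1019 made in E. coli with 30 nM FL-6b probe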
# Target sequence (P14735 42-1019 limits assumed): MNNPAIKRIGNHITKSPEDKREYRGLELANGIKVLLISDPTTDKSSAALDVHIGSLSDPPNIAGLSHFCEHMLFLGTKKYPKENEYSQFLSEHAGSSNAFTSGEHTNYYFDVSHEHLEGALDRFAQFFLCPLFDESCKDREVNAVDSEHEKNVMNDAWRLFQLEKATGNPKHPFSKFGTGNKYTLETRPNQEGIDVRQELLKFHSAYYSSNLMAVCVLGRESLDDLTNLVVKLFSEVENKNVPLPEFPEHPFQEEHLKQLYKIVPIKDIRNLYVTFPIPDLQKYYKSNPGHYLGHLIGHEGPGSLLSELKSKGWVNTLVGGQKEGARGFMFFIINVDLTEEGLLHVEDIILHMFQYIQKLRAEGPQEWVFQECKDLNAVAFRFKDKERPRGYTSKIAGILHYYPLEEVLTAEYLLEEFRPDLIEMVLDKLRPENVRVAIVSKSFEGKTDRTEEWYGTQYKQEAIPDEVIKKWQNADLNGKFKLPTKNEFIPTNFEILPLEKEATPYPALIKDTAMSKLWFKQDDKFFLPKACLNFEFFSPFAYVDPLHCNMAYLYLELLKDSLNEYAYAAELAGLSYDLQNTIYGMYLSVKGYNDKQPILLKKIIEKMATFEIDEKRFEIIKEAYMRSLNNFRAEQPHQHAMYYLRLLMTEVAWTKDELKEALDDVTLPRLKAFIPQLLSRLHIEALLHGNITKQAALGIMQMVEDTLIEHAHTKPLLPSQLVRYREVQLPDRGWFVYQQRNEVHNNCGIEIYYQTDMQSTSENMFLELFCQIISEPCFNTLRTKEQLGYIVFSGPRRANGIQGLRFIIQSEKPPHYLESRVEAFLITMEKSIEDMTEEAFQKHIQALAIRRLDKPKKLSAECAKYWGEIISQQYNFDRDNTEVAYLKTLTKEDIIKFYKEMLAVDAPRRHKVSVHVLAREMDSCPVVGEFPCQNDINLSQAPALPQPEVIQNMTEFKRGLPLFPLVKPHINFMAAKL
# Starred values were filed as active, the others as inactive; & = joins results of further samples; ! = repeats disagree.
SMILES,IDE exosite FP
COc1ccc(-c2ccccc2[C@H]2[C@@H](C#N)N(C(=O)NC(C)C)[C@H]2CO)cc1,-1.42
CO[C@@H](CN(C)Cc1nccs1)[C@@H](C)CN([C@H](C)CO)S(=O)(=O)c1ccc(F)cc1,1.36
O=C(C[C@@H]1CC[C@@H]2[C@H](COC[C@H](O)CN2C(=O)c2ccc(F)cc2)O1)N1CCCCC1,0.225
CCc1cnc(N2[C@H](C#N)[C@H](c3ccc(C4=CCCC4)cc3)[C@H]2CO)s1,4.09
COc1ccc2c3c([nH]c2c1)[C@H](CO)N(C(C)=O)CC31CCN(S(=O)(=O)c2ccccc2)CC1,-0.588
CCCNC(=O)C[C@H]1CC[C@H]2[C@H](COc3ccc(NC(=O)CC)cc3C(=O)N2C)O1,-0.443
CN(C)C(=O)c1ccc(-c2ccccc2[C@H]2[C@@H](C#N)N(C(=O)C3CCCCC3)[C@@H]2CO)cc1,1.14
O=C(Nc1ccccc1)N1CCCCN2[C@H](CO)[C@H](c3ccc(-c4ccccc4)cc3)[C@@H]2C1,0.35
COc1ccccc1C(=O)Nc1ccc2c(c1)C(=O)N(C)C[C@@H](OC)[C@H](C)CN(C(C)=O)[C@H](C)CO2,-1.41
CCc1csc(N2[C@H](CO)[C@@H](c3ccc(-c4ccc(F)cc4)cc3)[C@@H]2C#N)n1,2.24
COc1cccc(C#Cc2ccc([C@@H]3[C@@H](CO)N4C(=O)CN(C(=O)Cc5cccnc5)C[C@@H]34)cc2)c1,-1.37
C[C@@H](O)C#Cc1ccc([C@H]2[C@@H](CO)N3CCCCN(C(=O)c4ccc5c(c4)OCO5)C[C@@H]23)cc1,-0.67
C[C@H](CO)N1C[C@H](C)[C@H](CN(C)C(=O)CCC(F)(F)F)OCc2cnnn2CCCC1=O,-0.454
COc1ccc(-c2ccc([C@H]3[C@@H](CO)N(C(=O)CN(C)C)[C@H]3C#N)cc2)cc1,2.88
C[C@@H]1CN([C@@H](C)CO)S(=O)(=O)c2ccc(-c3ccc(F)cc3)cc2O[C@@H]1CN(C)Cc1ccccc1C(=O)O,-0.859
O=C(Nc1cccc(F)c1)N1CC(=O)N2[C@H](CO)[C@@H](c3ccc(C#Cc4cccnc4)cc3)[C@H]2C1,0.0538
O=C(C[C@H]1CC[C@@H]2[C@H](COC[C@H](O)CN2C(=O)Nc2cccc(F)c2)O1)NCCCN1CCOCC1,0.295
CN(C)c1ccc2c(c1)[C@@H]1C[C@@H](CC(=O)NCc3ccccn3)O[C@@H](CO)[C@@H]1O2,-1.57
CN(C)C(=O)c1cccc(-c2ccc(C3[C@@H]4CN(S(=O)(=O)c5cccc(Cl)c5)C[C@H]3N4)cc2)c1 (some centres not stated),0.244
O=C(C1CCC1)N1CC(=O)N2[C@H](CO)[C@H](c3ccc(-c4ccccc4F)cc3)[C@H]2C1,-10.5*
C[C@H]1CN([C@@H](C)CO)C(=O)c2cccc(NC(=O)c3ccncc3)c2O[C@@H]1CN(C)Cc1ccc2c(c1)OCO2,0.33
C[C@@H]1CN([C@H](C)CO)C(=O)CCCn2nncc2CO[C@H]1CN(C)C(=O)c1ccc(N2CCN(C)CC2)cc1,-0.217
CO[C@@H]1CN(C)C(=O)c2ccc(NC(C)=O)cc2OC[C@@H](C)N(Cc2cccc(F)c2)C[C@H]1C,0.0626
O=C(Nc1ccc(F)cc1)N1CCCCN2[C@H](C1)[C@@H](c1ccc(C#CC3CC3)cc1)[C@@H]2CO,2.35
O=C(C1CC1)N1CC(=O)N2[C@@H](CO)[C@H](c3ccc(C#CCc4ccccc4)cc3)[C@@H]2C1,-0.585
O=C(Nc1cc(F)ccc1F)N1CCCCN2[C@@H](CO)[C@@H](c3ccc(-c4cncnc4)cc3)[C@@H]2C1,0.356
N#Cc1cccc(-c2ccc(C3[C@H]4CNC[C@@H]3N4Cc3cccc(-c4ccncc4)c3)cc2)c1 (some centres not stated),0.724
CCS(=O)(=O)N[C@H]1CC[C@H](CC(=O)NCc2ccc(Cl)cc2)O[C@H]1CO,3.47
Cc1ccc(CN2CC(=O)N3[C@H](CO)[C@@H](c4ccc(Br)cc4)[C@@H]3C2)cc1,-0.501
COc1ccc2c3c(n(C)c2c1)[C@@H](CO)N(C(=O)Cc1ccccc1)CC31CN(C)C1,1.03
COc1cc(CN2CC3(CCN(C(=O)Nc4c(C)noc4C)CC3)c3c(n(C)c4cc(OC)ccc34)[C@H]2CO)cc(OC)c1,-3.41*
N#C[C@H]1[C@@H](c2ccc(C3=CCCCC3)cc2)[C@@H](CO)N1C(=O)C1CCOCC1,2.15
COc1ccccc1-c1ccc(C2[C@@H]3CN(S(=O)(=O)c4ccc(F)cc4)C[C@H]2N3)cc1 (some centres not stated),-3.13*!
COc1ccc(S(=O)(=O)N2CCCCN3[C@H](CO)[C@@H](c4ccc(-c5cccnc5)cc4)[C@@H]3C2)cc1,-2.19
CCC(=O)N1[C@@H]2c3ccc(C4=CCCCC4)c(=O)n3C[C@@H]2[C@@H](CO)[C@@H]1C(=O)NCc1ccc(F)cc1,-0.417
O=C(CC1CC1)N1[C@H](CO)[C@@H]2c3ccccc3N(S(=O)(=O)c3ccccc3F)C[C@@H]21,2.92
C/C=C/c1ccc([C@H]2[C@@H](CO)N3C(=O)CN(C(=O)Nc4ccc(OC)cc4)C[C@H]23)cc1,-0.546
CS(=O)(=O)N1[C@H](C#N)[C@@H](c2ccccc2-c2ccccc2)[C@@H]1CO,2.14
CC(C)[C@@H]1COCc2cnnn2CCC[C@H](C)C(=O)N1,-0.501
COCCN(C[C@H]1N[C@H](CO)[C@@H]1c1ccc(-c2cccnc2)cc1)C(C)=O,-0.213
N#C[C@H]1[C@@H](c2ccccc2C2=CCCC2)[C@@H](CO)N1C(=O)C1CCC1,2.64
O=C(C1CCCCC1)N1CC(=O)N2[C@H](CO)[C@@H](c3ccc(-c4ccccc4F)cc3)[C@@H]2C1,-3.81*
O=C1CN(Cc2ccc(F)cc2)C[C@H]2[C@@H](c3ccc(-c4ccccc4)cc3)[C@@H](CO)N12,3.95
CN(C)CC#Cc1ccc([C@H]2[C@@H](CO)N3CCCCN(C(=O)c4ccc5c(c4)OCO5)C[C@H]23)cc1,5.11
COc1ccccc1NC(=O)N1CCCCN2[C@@H](CO)[C@H](c3ccc(-c4cccc(F)c4)cc3)[C@@H]2C1,3.12
CCNC(=O)C[C@@H]1CC[C@H]2[C@@H](COC[C@H](O)CN2C(=O)c2ccccn2)O1,0.996
COc1ccc(-c2ccc([C@H]3[C@@H](CO)N4C(=O)CN(C(=O)C5CCCC5)C[C@H]34)cc2)cc1,-7.68*
O=C(C1CCCC1)N1CC2(C1)[C@@H](c1ccccc1)[C@H](CO)N2Cc1ccc(Cl)cc1,-0.652
CN1C(=O)c2cc(NC(=O)c3cnccn3)ccc2OC[C@H]2O[C@@H](CC(=O)N[C@H]3CCN(Cc4ccccc4)C3)CC[C@H]21,0.949
C/C=C/c1ccc(C2[C@H]3CNC[C@@H]2N3S(=O)(=O)c2ccccc2C)cc1 (some centres not stated),1.81&-0.767
O=C(NC[C@@H]1N[C@@H](CO)[C@H]1c1ccc(C2=CCCC2)cc1)c1ccccc1,2.46
O=C(C[C@H]1C[C@@H]2c3cc(NC(=O)Nc4ccccc4F)ccc3O[C@@H]2[C@H](CO)O1)NCc1ccccn1,-0.452
CCCC#Cc1ccc([C@H]2[C@@H](C#N)N(C(=O)C3CC3)[C@H]2CO)cc1,-1.03
CC(C)NC(=O)NCC[C@@H]1CC[C@H](NS(=O)(=O)c2ccc(Oc3ccccc3)cc2)[C@@H](CO)O1,0.147
COCC(=O)N(C)C[C@@H]1[C@@H](c2ccc(-c3ccccc3)cc2)[C@H](CO)N1C(C)=O,-0.216
O=S(=O)(c1ccc(F)cc1)N1CCCCN2[C@H](CO)[C@H](c3ccc(-c4ccccc4)cc3)[C@@H]2C1,-0.258
CN1CCN(C(=O)C[C@H]2CC[C@H]3[C@@H](COC[C@@H](O)CN3C(=O)c3ccccc3F)O2)CC1,0.342
COCCNC(=O)[C@@H]1[C@@H](CO)[C@@H]2Cn3c(ccc(-c4ccc(F)cc4)c3=O)[C@H]1N2C(=O)NC(C)C,0.728
CN(C)Cc1cn(CC[C@@H]2CC[C@H](NC(=O)Cc3cccnc3)[C@@H](CO)O2)nn1,-0.414
CCCC#Cc1ccc([C@@H]2[C@H](CO)N3C(=O)CN(C(=O)c4ccccn4)C[C@@H]23)cc1,-3.22*

# The list goes on.
SMILES,IDE exosite FP
COCC(=O)N1CC(=O)N2[C@H](CO)[C@@H](c3ccc(C#CCc4ccccc4)cc3)[C@H]2C1,0.955
CCCC#Cc1ccc([C@H]2[C@@H](CO)N(C(C)=O)[C@H]2CN(C)S(C)(=O)=O)cc1,0.228
COCC(=O)N1CC(=O)N2[C@H](C1)[C@H](c1ccc(C#CC3CC3)cc1)[C@@H]2CO,1.04
COCC(=O)N1CCC2(CC1)CN(C(=O)c1ccccn1)[C@H](CO)c1c2c2ccc(OC)cc2n1C,-0.292
C[C@@H]1CN([C@@H](C)CO)C(=O)c2cc(N(C)C)ccc2O[C@@H](C)CCCCO[C@H]1CN(C)S(=O)(=O)c1cn(C)cn1,0.665
COc1ccc(C#Cc2ccc([C@H]3[C@H]4CN(C)CCCCN4[C@H]3CO)cc2)cc1,-0.0839
Cc1cccc(-c2ccc([C@@H]3[C@@H](CO)N4CCCCN(C(=O)c5ccncc5)C[C@H]34)cc2)c1,-3.06*
C/C=C/c1ccc(C2[C@H]3CNC[C@@H]2N3C(=O)Nc2cccc(Cl)c2)cc1 (some centres not stated),5.84&1.39
CN(C)C(=O)C[C@H]1C[C@@H]2c3cc(NC(=O)Nc4ccc(F)cc4)ccc3O[C@@H]2[C@@H](CO)O1,-0.603
CCCC#Cc1ccc([C@@H]2[C@H]3CN(S(=O)(=O)c4ccccc4C)CCCCN3[C@H]2CO)cc1,2.05
CNC[C@H]1OCc2ccccc2-c2ccccc2C(=O)N([C@@H](C)CO)C[C@H]1C,1.37
CC(=O)N1[C@H](CO)[C@@H](c2ccccc2)[C@H]1CNC(=O)CN1CCOCC1,0.244
C[C@@H]1CCCCO[C@H](CN(C)Cc2ccncc2)[C@H](C)CN([C@H](C)CO)C(=O)c2cc(NC(=O)Cc3ccccc3)ccc2O1,0.98
C[C@H](CO)N1C[C@H](C)[C@H](CN(C)C(=O)Nc2ccc(F)cc2)Oc2c(cccc2N(C)C)C1=O,1.5
C[C@@H]1CCCCO[C@H](CN(C)S(=O)(=O)c2ccccc2)[C@@H](C)CN([C@H](C)CO)C(=O)c2cc(NC(=O)Nc3ccc4c(c3)OCO4)ccc2O1,1.22
COCC(=O)N1[C@H](C#N)[C@H](c2ccccc2-c2ccc(C)cc2)[C@@H]1CO,2.57
CN(C)Cc1cn(CC[C@@H]2CC[C@@H](NC(=O)Cc3cccnc3)[C@H](CO)O2)nn1,0.416
CC(C)CC#Cc1ccc([C@H]2[C@@H](CO)N3C(=O)CN(C(=O)c4cccc(F)c4)C[C@@H]23)cc1,-0.728
C[C@@H]1CCCCO[C@@H](CN(C)S(=O)(=O)c2ccc(F)cc2)[C@H](C)CN([C@@H](C)CO)C(=O)c2cc(N(C)C)ccc2O1,0.25
COc1cccc(C#Cc2ccc([C@@H]3[C@@H](CO)N4C(=O)CN(C(=O)c5ccncc5)C[C@@H]34)cc2)c1,-3.24*
COc1ccc2c3c([nH]c2c1)[C@@H](CO)N(C(=O)c1ccc(F)cc1)CC31CCN(S(=O)(=O)c2cccs2)CC1,-0.492
COc1ccccc1-c1ccc([C@@H]2[C@@H](CO)N(C(=O)C3CCOCC3)[C@H]2C#N)cc1,-10.5*
COCC#Cc1ccc([C@@H]2[C@@H](CO)N3C(=O)CN(C(=O)CN4CCOCC4)C[C@H]23)cc1,0.579
COc1ccc2c3c(n(C)c2c1)[C@H](CO)N(CC1CCCC1)CC31CN(C(=O)Nc2ccccc2)C1,-0.992
N#C[C@H]1[C@H](c2ccccc2)[C@H](CO)N1C(=O)c1cccnc1,4.22
Cc1cccc(-c2ccc(C3[C@H]4CNC[C@@H]3N4C(=O)Nc3ccc(F)cc3)cc2)c1 (some centres not stated),-1.94&-2.54
COC(=O)C[C@@H]1C[C@H]2c3cc(N)ccc3O[C@H]2[C@H](CO)O1,-0.422
C/C=C/c1ccccc1[C@@H]1[C@@H](CO)N(C(=O)Cc2ccccn2)[C@H]1C#N,-0.564
C/C=C/c1ccc([C@H]2[C@@H](CO)N3CCCCN(C(=O)Nc4cc(F)ccc4F)C[C@@H]23)cc1,3.53
CC(C)C#Cc1ccc([C@@H]2[C@@H](CO)N3CCCCN(C(=O)Nc4ccccc4)C[C@H]23)cc1,3.23

# The list is partial; rates above refer to the full screens.
